High-throughput results (PubChem)
p53ts 32C kill: kills p53ts cells at the permissive temperature | H1299-p53A138V at 32C, ATP luminescence viability, 24 h | Potency, µM (doses to about 46.1 µM), for the others: top-dose activity change, negative = cytotoxicity, hits mostly cytotoxic | 0.93% of 130,000 active | AID 924;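 further: 0% = DMSO and -100% = full killing by reference compound; nearly all actives have a fitted effect of over 55% in size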
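Cells: H1299 p53ts (A138V), 600/well, pre-incubated 16–30 h at 37C. Cpd up to 46 uM, 24 h, 32C. Readout: ATPlite luminescence, 20 min RT. Normalization: DMSO vs tamoxifen 100 uM. AC50 by Hill equation.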
Peg3 imprint: induces erasure of genomic imprints in mouse ES cells | 0.02% of 110,000 active | AID 1948 | mouse ES Peg3-LacZ reporter, beta-gal luminescence, 40 h | Potency, µM (doses to about 60.7 µM), for the others: at the top dose activity change, positive = activation, usual class: activators;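 further: 0% = negative control wells on the plate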
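Readout: BetaGlo luminescence (5 min, room temp) for LacZ from the normally silent maternal Peg3 allele in female Peg3LacZ-Neo ES cells. Cells 300/well, 40 h, 37C, 5% CO2. Data normalized per plate to negative controls.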
IkB sig inh: suppresses IkB signaling in ABC-DLBCL reporter cells | Potency, µM (titrated, usually from 57.1 µM), for inactives: top-dose IkBa stabilization activation | 0.04% of 110,000 active | ABC-DLBCL IkBa-CBG/CBR dual luciferase ratio, 4 h; response scale: scaled: untreated 0%, proteasome inhibitor 100%; active means well fitted curve in the direction sought with a large enough effect in the signal ratio, not every such curve was filed as active; inconclusive means small, poorly fitted or top-dose-only effect, or a change in a side signal; the % refers to the signal ratio;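 further: the direction sought is a rising ratio; 0% = basal untreated cells and 100% = reference inhibitor full response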
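In this assay, an IκBα–CBG68 fusion accumulates when IKK-driven degradation is blocked; native CBR normalizes for cell number. OCI-Ly3 cells were treated 4 h with compound and doxycycline, then green and red light read after Chroma-Glo addition.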
p53ts 39C tox: p53ts cell cytotoxicity, nonpermissive temperature; 1.5% of 130,000 active; Potency, µM (series often up to 46.1 µM), for the others: top-dose activity change, negative = cell killing, usual class: cytotoxic; H1299-p53A138V viability at 39C, ATP luminescence, 24 h; further: nearly all actives have a fitted effect of over 55% in size
* = called active by the depositor; ? = inconclusive; . = no result given; [ ] = remark or other dose. Unless noted, the call rests on the fitted dose curve; in most records, active means well fitted curve in the direction sought with a large enough effect; inconclusive means small, poorly fitted or top-dose-only effect, or another doubt; inactive means no such curve, though single readings can be large; an effect the other way counts as inactive or inconclusive. Unless noted, on the % scale 0 is the no-effect control and ±100 the full control effect; potency means the concentration at half of the fitted maximal effect.

mol	p53ts 39C tox	IkB sig inh	p53ts 32C kill	Peg3 imprint
O=C(c1ccccc1NS(=O)(=O)c1cccs1)N1CCCC1	9%	-2.5%	-5%	.
CCCNC(=O)C1CCN(c2nc(C)cc(C)n2)CC1	5%	0.2%	-7%	-3%
COCCn1c(=O)c(-c2ccccc2)nc2cnc(N3CCOCC3)nc21	-4%	1.1%[11.4 µM]	2%	-4%
NC(=O)c1cc(Cc2ccccc2)sc1NC(=O)c1ccco1	-16%	.	-22%	.
Cc1ccccc1CNC(=O)C(C)n1nc(C)n2c(cc3occc32)c1=O (stereo unspecified)	15%	-0.1%	7%	-1%[10.9 µM]
COCCNC(=O)C1CCN(C(=O)c2cc3sccc3n2Cc2ccc(Cl)cc2)CC1	-18%	?	25%	-20%[10.9 µM]
CCOc1ccc(CNCc2c(C(=O)O)n(Cc3ccccc3C)c3cc(OC)ccc23)cc1OC	-16%	3.0%	-5%	-10%[10.9 µM]
C=CCn1cnc2c(c1=O)c1nc3ccccc3nc1n2/N=C/c1cccc(OC)c1OC	4%	-0.7%	-1%	9%
O=C(c1oc(=O)c2ccccc2c1-c1ccccc1)N1CCN(C2CCCCC2)CC1	4%	-3.2%	0%	-14%
O=C1OC(=O)c2ccccc21	7%	-0.1%	18%[1.84 µM]	-3%
CCOC(=O)N1CCC2(CC1)C(C#N)=C(N)Oc1n[nH]c(CSc3ccc(C)cc3)c12	-8%	21%	-7%	.
COc1ccccc1C(=O)NCCCN1CCCC1=O	19%	0.8%	4%	8%
CC(=O)C1=C(C)Nc2ncnn2C1c1ccc(Cl)cc1Cl (stereo unspecified)	8%	2.7%	6%	-9%
COC(=O)c1ccccc1NC(=O)CSc1nnc(-c2ccoc2C)n1C	-7%	2.7%	-3%	-21%
CCC(Sc1nc2ccncc2[nH]1)C(=O)Nc1ccc(F)cc1 (stereo unspecified)	8%	?	9%	?
CCN(CC)C(=O)c1cn(C)c(=O)c2cc(OC)c(OC)cc12	8%	-0.6%	0%	-5%
CCN(C(=O)Cn1cnc2c1c(=O)n(C)c(=O)n2C)c1ccccc1C	12%	2.6%	15%	-9%[10.9 µM]
COc1ccc2c(c1)CC(C(=O)Nc1cccc(C)c1C)CO2 (stereo unspecified)	-5%	0.4%	4%	3%[10.9 µM]
Cn1cccc1C(=O)Nc1nc(-c2ccccn2)cs1	?	?	-27%	-84%[inhibitor]
COC(=O)C/C=C\[C@@H](C)[C@@H](/C=N\O[C@@H]1O[C@H](COC(C)=O)[C@H](OC(C)=O)[C@H](OC(C)=O)[C@H]1OC(C)=O)OC	0%[9.22 µM]	.	-3%[9.22 µM]	.
Cc1ccccc1OCC(=O)Nc1ccc2nc(SCC(=O)N(C)c3ccccc3)sc2c1	0%	?	5%	-17%[10.9 µM]
Cc1cc(NC(=O)CN2CCCC2c2nc3ccccc3s2)no1 (stereo unspecified)	1%	0.1%	1%	-8%
Cc1ccc(NC(=O)Cn2c(-c3nonc3N)nc3ccccc32)cc1Cl	-8%	2.5%	6%	-12%[10.9 µM]
Cc1nnc(SC(C)C(=O)Nc2ccc(S(=O)(=O)N3CCCCC3)cc2)s1 (stereo unspecified)	-2%	2.4%	12%	-3%
Cc1ccccc1NC(=O)CSc1ncc2c(n1)-c1ccccc1N(C)S2(=O)=O	-12%	-2.8%	-2%	-7%[10.9 µM]
COc1ccc(OC)c(C(=O)CSc2nnc(Cc3cccs3)n2C)c1	0%	?	-1%	-23%
CC(C(=O)N1c2ccccc2CCc2ccccc21)n1nnc(-c2ccc(N(C)C)cc2)n1 (stereo unspecified)	-8%	.	-7%	.
Cn1c(C(=O)Nc2ccc3c(c2)OCCO3)cc2sccc21	13µM*	?	13µM*	-73%[inhibitor]
O=C(CSc1nc2ccccc2nc1Cc1ccccc1)N1CCCc2ccccc21	10%	?	20%	-5%[10.9 µM]
O=C(NCCc1ccc(Cl)cc1)c1ccc2nc(CCc3ccccc3)oc2c1	-6%	-0.6%	1%	-3%[10.9 µM]
CC(C)=C[C@H]1[C@@H](C(=O)Oc2ccccc2C(C)C)C1(C)C	11%[9.22 µM]	0.0%[11.4 µM]	10%[9.22 µM]	-13%[10.9 µM]
CC1CCN(c2oc(-c3ccc(COc4ccc(Cl)cc4)o3)nc2C#N)CC1	6%	-1.9%	-3%	18%[10.9 µM]
CCOC(=O)CC1=C(C(=O)OCC)C(c2ccc(C)o2)C(C#N)=C(N)O1 (stereo unspecified)	11%	-0.8%	-13%	-20%
CC(=O)C1=C(c2ccc(Cl)c(Cl)c2)N(C(C)=O)n2c(nnc2C2CCCCC2)S1	-14%	?	-13%	15%[10.9 µM]
O=C(CCCn1c(=O)c2sccc2n(CC(=O)OCc2ccccc2)c1=O)NCc1ccco1	-9%	1.1%	-14%	-15%
COc1ccccc1-c1c(C#N)c(SCC(=O)N2CCCC2)nc(C)c1C(N)=O	1%	0.0%	13%	-2%
Cc1noc(C(=O)N2CC3(C)CC2CC(C)(C)C3)c1Cl (stereo unspecified)	5%	-0.4%	-2%	-19%
O=S(=O)(c1cccs1)N1CCN(CC(O)COC2CCCc3ccccc32)CC1 (stereo unspecified)	-4%	0.9%	-3%	-21%
COc1ccccc1Cc1nc2ccccc2nc1SCC(=O)NCCc1ccccc1	-13%	1.0%	7%	10%[10.9 µM]
CCc1ccc(-n2c(CCC(=O)O)ccc2-c2cccs2)cc1	-17%	?	-7%	-12%[10.9 µM]
COC(=O)c1c(NC(=O)c2cccs2)sc2c1CCC(C)C2 (stereo unspecified)	-10%	1.1%	-1%	-2%
CCN(CC)CCCNC(=O)c1c(C)oc2ncn(CC(C)C)c(=O)c12	1%	?	-3%	-13%[10.9 µM]
O=C(CS(=O)(=O)c1ccccc1)Nc1nc(-c2ccccc2)cs1	0%	-2.3%	8%	-20%
CCOc1ccccc1OCCCCCc1c(C)n[nH]c1C	-9%	?	-14%	-19%
O=C(NCc1ccccc1)C1C2C=CC3(CN(Cc4cccnc4)C(=O)C13)O2 (stereo unspecified)	5%	-1.9%	1%	-7%
COc1ccc(S(=O)(=O)Nc2nncs2)cc1	18%	0.6%	-2%	-2%
Cc1c2cnn(-c3ccccc3)c(=O)c2c(C)n1C(C)C(=O)NCc1cccc(Br)c1 (stereo unspecified)	-15%	3.7%	14%	-7%[10.9 µM]
CCOC(=O)N1CCC(NC(=O)c2ccc(NC(=O)C3CCCO3)cc2)CC1 (stereo unspecified)	-2%	0.7%	3%	5%
CCc1c(C(=O)Nc2ccncc2)csc1C	14%	1.7%	2%	-34%[inhibitor]
COc1cccc(-c2ccc3ncnc(NCCN4CCOCC4)c3c2)c1	4%	2.8%[11.4 µM]	7%	-1%
O=c1c(N2CCc3ccccc3C2)csc2ccc(F)cc12	-22%	?	-12%	-13%[10.9 µM]
CCOC(=O)CSc1nnc(CNC(=O)c2cccs2)n1-c1cc(C)ccc1C	2%	-0.1%	-11%	-7%
COC(=O)c1sc2ccccc2c1NC(=O)c1coc2ccccc2c1=O	-1%	.	?	.
CCc1ccc(-c2nc3c(c(SCc4ccc(F)cc4)n2)Cc2c(CO)cnc(C)c2O3)cc1	-4%	-1.2%	1%	-9%[10.9 µM]
Nc1nonc1-c1noc(CCCCCN2C(=O)c3ccccc3C2=O)n1	4%	-1.4%	-15%	-18%
CCc1ccc(NC(=O)Cn2c(=O)n(CCCC(=O)NCCc3ccc(OC)c(OC)c3)c(=O)c3ccccc32)cc1	-10%	?	6%	-6%[10.9 µM]
CCOC(=O)c1c(N)n(-c2ccc(CC)cc2)c2nc3ccccc3nc12	-16%	?	0%	-11%[10.9 µM]
CC(C)c1nnc(NC(=O)CCC(=O)N2CCN(Cc3ccccc3)CC2)s1	11%	3.0%	10%	-13%
CCc1ccc2[nH]c(=O)c(C(c3nnnn3CC3CCCO3)N3CCN4CCCC4C3)cc2c1 (stereo unspecified)	7%	-0.1%	1%	-9%
O=CNCCCc1nc2ccccc2n1Cc1ccccc1	10%	-1.7%	6%	-2%

Later entries.
mol	p53ts 39C tox	IkB sig inh	p53ts 32C kill	Peg3 imprint
Cc1cc(C)n(-c2nc3c(c(=O)[nH]c(=O)n3C)n2CC(O)COc2ccccc2)n1 (stereo unspecified)	1%	3.4%	-1%	.
COc1ccc(O[C@H]2C=C[C@@H](c3ccccc3)O[C@H]2CO/N=C2/[C@H]3O[C@@H]3[C@@H](O)[C@H]3[C@H]2CCn2c(=O)n(-c4ccccc4)c(=O)n23)cc1	-7%[9.22 µM]	.	2%[9.22 µM]	.
Cc1ccc(NC(=O)Nc2ccc3c(c2)N(C)C(=O)c2ccccc2S3)c(C)c1	-7%	2.9%	16%	5%[10.9 µM]
COc1ccc(N2C(=O)C3CCCN3C2c2cc(OC)c(OC)cc2OC)cc1 (stereo unspecified)	7%	0.2%	10%	-10%
Cc1ccccc1NC(=O)c1c(NC(=O)c2ccco2)sc2c1CCC(C(C)(C)C)C2 (stereo unspecified)	10%	?	-1%	-7%[10.9 µM]
COc1ccc(S(=O)(=O)Nc2cc(-c3cn4cccc(C)c4n3)ccc2C)cc1C	-21%	?	0%	-8%[10.9 µM]
CC1CCc2c(sc3nnn(Cc4ccccc4Cl)c(=O)c23)C1 (stereo unspecified)	-8%	-1.3%	1%	-9%[10.9 µM]
Cc1ccc(CCNC(=O)c2cc(Nc3ccc(C)c(C)c3)nc3ccccc23)cc1	-4%	?	2%	-21%[10.9 µM]
N#Cc1cnc(Nc2nc3ccccc3o2)nc1-c1ccccc1	6%	-5.6%	6%	-8%
CCC(=O)Nc1c(-c2ccc(OC)cc2)c(=O)c2ccccc2n1C	-5%	-1.9%	1%	-9%
COC(=O)/C=C/C(C)=C/C=C/C(C)=C/C=C/C=C(C)/C=C/C=C(C)/C=C/C(=O)O	-9%	.	-3%	-23%
CN(Cc1ccccc1)C(=O)c1ccc2c(c1)N(Cc1ccccc1F)C(=O)c1ccccc1S2(=O)=O	-13%	?	25%	-11%[10.9 µM]
Cc1ccccc1CN1C(=O)c2ccccc2S(=O)c2ccc(C(=O)NCc3ccc(Cl)cc3)cc21 (stereo unspecified)	-19%	?	12%	-16%[10.9 µM]
COc1ccccc1N1CCN(C(CNC(=O)c2ccco2)c2cccnc2)CC1 (stereo unspecified)	-5%	4.3%	0%	-5%
CCCOc1ccccc1C1C(C(=O)OC)=CN(C(C)C)C=C1C(=O)OC	1%	2.2%	8%	-32%[inhibitor]

Of the compounds above, 10 contain two or more sulfur atoms.
mol	p53ts 39C tox	IkB sig inh	p53ts 32C kill	Peg3 imprint
O=C(c1ccccc1NS(=O)(=O)c1cccs1)N1CCCC1	9%	-2.5%	-5%	.
Cc1ccccc1OCC(=O)Nc1ccc2nc(SCC(=O)N(C)c3ccccc3)sc2c1	0%	?	5%	-17%[10.9 µM]
Cc1nnc(SC(C)C(=O)Nc2ccc(S(=O)(=O)N3CCCCC3)cc2)s1 (stereo unspecified)	-2%	2.4%	12%	-3%
Cc1ccccc1NC(=O)CSc1ncc2c(n1)-c1ccccc1N(C)S2(=O)=O	-12%	-2.8%	-2%	-7%[10.9 µM]
COc1ccc(OC)c(C(=O)CSc2nnc(Cc3cccs3)n2C)c1	0%	?	-1%	-23%
O=S(=O)(c1cccs1)N1CCN(CC(O)COC2CCCc3ccccc32)CC1 (stereo unspecified)	-4%	0.9%	-3%	-21%
COC(=O)c1c(NC(=O)c2cccs2)sc2c1CCC(C)C2 (stereo unspecified)	-10%	1.1%	-1%	-2%
O=C(CS(=O)(=O)c1ccccc1)Nc1nc(-c2ccccc2)cs1	0%	-2.3%	8%	-20%
COc1ccc(S(=O)(=O)Nc2nncs2)cc1	18%	0.6%	-2%	-2%
CCOC(=O)CSc1nnc(CNC(=O)c2cccs2)n1-c1cc(C)ccc1C	2%	-0.1%	-11%	-7%
